# MC4R antag cAMP = MC4R antagonists of cAMP signaling, primary screen, cell-based, TR-FRET, antagonist arm of biased-ligand search | Melanocortin receptor 4 (Homo sapiens), P32245 | MC4R-expressing cells, MTII-stimulated cAMP, LANCE TR-FRET | inhibition, % at 6.5 µM | 360,000 tested, 0.48% active | AID 540295, 2011;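 active means inhibition above its plate's cutoff, the mean of tested wells on that plate plus 3 SD, cut at about 29% in these data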;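 further: 0% = Melanotan II alone and 100% = Melanotan II plus saturating MCL0020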
#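 System: U2OS-MC4R stable cell line; Technique: Eu-cAMP/anti-cAMP TR-FRET, emission 671 nm; Repeats: single well per compound; Also added: Melanotan II; Dosing: one concentration, 6.5 µM nominal; Schedule: 30-min compound, 1-h challenge, 1-h detection, room temperature.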
# Cardio protect = cardioprotection against H2O2-induced cell death, primary screen, uHTS, H9c2 cells, ATPLite luminescence; AID 588492, 2011; H9c2 cardiomyocytes, H2O2 injury protection, 2 h; 360,000 tested, 0.63% active; protection from H2O2 cell death, % at 20 µM;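 active means compounds giving at least 50% protection of heart cells from peroxide-induced death in the single-dose screen, raw or plate-pattern-corrected value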;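 further: 0% = DMSO wells with peroxide and 100% = DMSO wells without peroxide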
# HTR2A ag = mouse Htr2a agonists via beta-arrestin recruitment, primary screen, cell-based, luminescence | AID 624169, 2012 | activation, % at 7.6 µM | 360,000 tested, 0.66% active | CHO-K1 mHTR2A beta-arrestin complementation; percent of 30 µM serotonin response | 5-hydroxytryptamine receptor 2A (Mus musculus), P35363;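 active means activation above a run cutoff, the mean activation of all tested compounds plus 3 SD, cut at about 14% in these data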;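 further: 0% = plate median of compound wells and 100% = 30 µM serotonin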
# ABCB6 inh 2 = ABCB6 transporter inhibitors, primary screen, K562-ABCB6 cells, flow cytometry, MLPCN library; 360,000 tested, 0.19% active; ATP-binding cassette sub-family B member 6 (Homo sapiens), Q9NP58; fluorescence ratio to DMSO, % at 10 µM; K562-ABCB6 porphyrin accumulation, 1 h; hits give low values;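 active means fluorescence ratio to DMSO below 75%, the collection mean minus 3 SD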;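 further: signal is porphyrin accumulated inside mitochondria; 100% equals median channel fluorescence of DMSO control wells; lower ratio means ABCB6 inhibition with less porphyrin fluorescence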
# Target sequence (Q9NP58 whole entry, looked up): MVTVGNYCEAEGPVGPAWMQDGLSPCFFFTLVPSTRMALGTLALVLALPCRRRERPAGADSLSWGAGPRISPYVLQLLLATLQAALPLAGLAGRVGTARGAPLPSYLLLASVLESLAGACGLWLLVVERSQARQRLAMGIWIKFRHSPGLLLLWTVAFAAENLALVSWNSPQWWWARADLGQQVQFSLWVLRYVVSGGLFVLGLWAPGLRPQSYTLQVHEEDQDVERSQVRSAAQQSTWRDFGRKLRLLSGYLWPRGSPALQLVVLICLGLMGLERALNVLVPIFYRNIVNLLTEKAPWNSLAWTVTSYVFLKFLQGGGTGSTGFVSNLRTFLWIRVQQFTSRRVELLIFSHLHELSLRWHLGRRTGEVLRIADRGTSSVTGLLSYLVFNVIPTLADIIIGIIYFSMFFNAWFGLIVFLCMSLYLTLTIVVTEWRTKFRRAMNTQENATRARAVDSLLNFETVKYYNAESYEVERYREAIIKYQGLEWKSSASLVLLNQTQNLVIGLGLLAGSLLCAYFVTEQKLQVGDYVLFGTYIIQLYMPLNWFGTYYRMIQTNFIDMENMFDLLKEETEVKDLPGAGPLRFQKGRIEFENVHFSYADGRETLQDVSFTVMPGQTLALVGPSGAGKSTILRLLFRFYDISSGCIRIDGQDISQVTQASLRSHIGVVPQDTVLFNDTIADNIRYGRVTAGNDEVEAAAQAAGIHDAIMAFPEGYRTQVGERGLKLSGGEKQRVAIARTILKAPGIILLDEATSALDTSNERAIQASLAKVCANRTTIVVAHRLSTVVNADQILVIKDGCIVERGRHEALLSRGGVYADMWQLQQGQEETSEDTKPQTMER
# Granule exo inh = LAMP-1 surface exposure blockers, TALL-104 cells – cell-based, flow cytometry, MLPCN library, primary screen | TALL-104 LAMP-1 surface exposure; cells stimulated with thapsigargin and PMA | inhibition, % at 10 µM | 360,000 tested, 0.66% active;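 active means inhibition above about 55%, limit read from the data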
# MC4R ag barr = MC4R agonists recruiting beta-arrestin, primary screen, cell-based, luminescence, agonist arm of biased-ligand search | U2OS MC4R beta-arrestin complementation; percent of melanotan II response, DMSO zero | activation, % at 8.9 µM | 360,000 tested, 0.98% active | AID 540308, 2011;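 active means activation above a per-plate cutoff, the mean activation of sample wells on that plate plus 3 SD, cut at about 8% in these data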
# ABHD5-PLIN5 inh = ABHD5-PLIN5 interaction inhibitors, primary screen, cell lysate, split luciferase complementation, luminescence; Split G. princeps luciferase complementation, 4 h; AID 602281, 2012; 360,000 tested, 0.78% active; inhibition, % at 4 µM;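 active means inhibition above the mean inhibition across every tested compound plus 3 SD, cut at about 22% in these data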;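 further: 0% = DMSO only wells and the 100% control is not disclosed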
# iPSC survival up = enhancers of single-cell hiPSC survival, primary screen, ATPlite luminescence; 360,000 tested, 0.044% active; survival enhancement, % at 20 µM; AID 602274, 2012; 100% = ROCK inhibitor wells, 0% = DMSO; in the data active means survival enhancement above about 18%;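 further: cells exposed to compounds for 16 hours before the ATP read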
# aDG glyco act = activators of alpha-DG glycosylation, primary screen, uHTS, Pro5-aDG cells, AlphaScreen; alpha-DG glycosylation AlphaScreen (IIH6); 0% Pro5, 100% B10-LARGE cell signal; activation, % at 10 µM; 360,000 tested, 0.22% active;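 active means activation of at least 8% versus controls, or a plate z-score of at least 8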;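 further: Pro5 are CHO cells carrying HIG-tagged alpha-DG that lacks glycosylation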
# Glyco luc inh = increase of ERlucT glycosylation luciferase signal, primary screen, N-linked glycosylation inhibitor project, D54 ERlucT cells, luminescence, set 2 | D54 ERlucT glycosylation luciferase reporter, 24 h; percent of 100 nM tunicamycin response | reporter increase, % at 12.5 µM | 360,000 tested, 0.23% active;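 active means mean luciferase reporter signal, scaled so untreated is 0 and the glycosylation-blocking control 100, at or above a set limit in every replicate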;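 further: luciferase carries N-glycosylation sites so blocking glycosylation raises the light; 0% = median of neutral control wells and 100% = median of 100 nM tunicamycin wells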
# Starred values were filed as active, the others as inactive; · = not tested or not shown. Rows are unselected (roughly 4.5% active in at least one column).
# Start of the data: the first 3 records (preview)
SMILES,MC4R antag cAMP,Cardio protect,HTR2A ag,ABCB6 inh 2,Granule exo inh,MC4R ag barr,ABHD5-PLIN5 inh,iPSC survival up,aDG glyco act,Glyco luc inh
O=c1nc(Nc2ccc([N+](=O)[O-])cc2)[nH]c(=O)[nH]1,5,-1,6,99,-12,-0.6,9,-0.3,0.0,1
CC(C)(C)NC(=O)C(c1ccccn1)N(C(=O)C1CSC(=O)C1)c1ccccc1F (stereo unspecified),0,4,0,96,-1,-1.4,3,5.1,-0.2,2
COc1ccc(-c2ccc(CN3C(C(C)C)C(=O)N(Cc4cn(Cc5ccco5)nn4)CCS3(=O)=O)cc2)cc1OC (stereo unspecified),0,2,0,97,-2,0.2,5,3.2,0.0,-2

# All compounds of this part, repeating the preview:
SMILES,MC4R antag cAMP,Cardio protect,HTR2A ag,ABCB6 inh 2,Granule exo inh,MC4R ag barr,ABHD5-PLIN5 inh,iPSC survival up,aDG glyco act,Glyco luc inh
O=c1nc(Nc2ccc([N+](=O)[O-])cc2)[nH]c(=O)[nH]1,5,-1,6,99,-12,-0.6,9,-0.3,0.0,1
CC(C)(C)NC(=O)C(c1ccccn1)N(C(=O)C1CSC(=O)C1)c1ccccc1F (stereo unspecified),0,4,0,96,-1,-1.4,3,5.1,-0.2,2
COc1ccc(-c2ccc(CN3C(C(C)C)C(=O)N(Cc4cn(Cc5ccco5)nn4)CCS3(=O)=O)cc2)cc1OC (stereo unspecified),0,2,0,97,-2,0.2,5,3.2,0.0,-2
O=C(c1ccco1)N1CCN(C(=O)c2cc(-c3ccc(F)cc3)no2)CC1,6,-1,6,100,-6,-2.0,4,2.9,-0.3,1
O=C(Nc1cc(Cl)ccc1N1CCOCC1)c1ccc(N2CCCCC2)c([N+](=O)[O-])c1,5,-1,5,97,-1,-0.7,0,1.4,-0.4,3
Cn1cnc(C(=O)N2CCN(C(=O)OC(C)(C)C)CC2)c1C(=O)N1CCN(C(=O)OC(C)(C)C)CC1,1,1,-8,102,-1,0.4,3,0.4,-0.2,0
CCCC(C)NC(=O)c1c2c(nc3ccccc13)CCC2 (stereo unspecified),4,9,1,98,0,-2.7,5,0.3,-0.1,3
COc1ccc(CCNc2nc(-c3ccccn3)cs2)cc1OC,10,-8,-4,101,-4,-1.5,-5,-0.1,0.3,-1
COc1ccc(S(=O)(=O)Nc2ccc(Cl)cn2)cc1,14,2,-6,97,-1,0.3,1,1.2,0.0,0
CN(CC(=O)Nc1cccnc1Cl)S(=O)(=O)c1ccc(Cl)cc1,8,3,7,106,4,-2.0,4,-0.1,-0.3,-1
Fc1ccccc1-c1nc2ccccc2[nH]1,-2,-13,2,92,-2,-0.6,-4,-1.0,0.4,-3
COc1cc(C(=O)COC(=O)c2c(C)noc2C)cc(OC)c1OC,-2,10,0,95,0,-0.9,1,-0.4,0.1,2
CC1(c2ccccc2)NC(=O)N(CC(=O)Nc2ccc([N+](=O)[O-])cc2)C1=O (stereo unspecified),12,-14,-1,100,14,-0.4,1,-0.2,-0.2,1
CC(C#Cc1c([C@@H](C)Oc2ccccc2)nnn1Cc1ccccc1)Oc1ccccc1 (stereo partly specified),7,-3,-5,101,6,-0.2,-9,-1.8,0.3,-8
O=C(COc1ccc(Cl)cc1[N+](=O)[O-])N/N=C/c1cccs1,1,4,0,87,-4,-1.2,4,-0.1,0.5,-1

# The closing 2 compounds of the part before lead into the next:
SMILES,MC4R antag cAMP,Cardio protect,HTR2A ag,ABCB6 inh 2,Granule exo inh,MC4R ag barr,ABHD5-PLIN5 inh,iPSC survival up,aDG glyco act,Glyco luc inh
CC(C#Cc1c([C@@H](C)Oc2ccccc2)nnn1Cc1ccccc1)Oc1ccccc1 (stereo partly specified),7,-3,-5,101,6,-0.2,-9,-1.8,0.3,-8
O=C(COc1ccc(Cl)cc1[N+](=O)[O-])N/N=C/c1cccs1,1,4,0,87,-4,-1.2,4,-0.1,0.5,-1
CCOC(=O)C1=C(COC(=O)C2CC(=O)N(c3ccc(CC)cc3)C2)NC(=O)NC1C (stereo unspecified),12,8,-10,99,1,3.2,1,-0.4,2.0,1
COc1ccccc1NC(=O)COc1ccc(Br)cc1CO,6,8,2,97,-2,-1.4,6,-0.7,0.0,-1
CCOC(=O)C1=C(COC(=O)CNC(=O)c2ccccc2F)NC(=O)NC1C (stereo unspecified),-1,3,6,99,-1,-0.3,11,-0.5,0.0,1
Nc1ccn([C@@H]2O[C@H](C(=O)N3CCCN(Cc4cccs4)CC3)[C@@H](O)[C@H]2O)c(=O)n1,·,0,-4,98,-2,·,8,2.9,0.1,-1
N#C/C(=C\c1ccc(-c2cccc(C(F)(F)F)c2)o1)C(=O)Nn1cnnc1,3,2,7,96,0,-1.0,12,-0.1,-0.2,0
O=C(O)c1cc(/C=C/c2ccc(N3CCOCC3)cc2)nc2ccccc12,-18,-28,8,99,-2,-1.9,7,-0.8,-0.3,-12
CC1CCN(S(=O)(=O)c2cccc(S(=O)(=O)N3CCOCC3)c2)CC1,9,-8,4,104,2,-1.0,-1,0.1,0.1,1
CSc1ncccc1C(=O)OCc1c(F)cccc1Cl,4,-1,-2,99,-8,1.0,5,1.1,0.1,0
CC(C)(C)c1ccc(OCC(O)CS(=O)(=O)c2ccccn2)cc1 (stereo unspecified),25,-1,5,97,1,2.6,-3,-0.9,-0.1,1
C=CCn1c(-c2cccn(Cc3ccc(Cl)cc3Cl)c2=O)n[nH]c1=S,-4,-3,1,101,2,-0.8,6,4.4,0.3,2
CC(=O)Nc1sc2c(c1C#N)CCCCC2,9,-2,-6,99,-1,-0.5,-1,-2.1,0.0,2
Nc1ccc(C(=O)c2cccs2)cc1[N+](=O)[O-],-2,-2,0,92,-3,-4.0,4,0.9,0.1,1
O=C(NCc1ccccc1)c1ccco1,5,12,11,98,1,0.4,-6,-3.8,-0.6,0
Cc1ccc(-c2nnc(SCC(=O)NC3CCCC3)n2C)cc1,12,0,-1,100,-12,-1.1,-3,-0.8,0.1,1
COC(=O)c1ccccc1NC(=O)C1CCN(c2ncnc3c2nc2n3CCCCC2)CC1,1,2,3,96,-2,-2.3,1,-0.2,0.3,1
S=C(N/N=C/c1ccccc1Cl)Nc1ccccc1,-3,-7,4,85,-6,0.9,-7,-1.4,0.7,5
C=CCOc1c(/C=N\NC(N)=O)cccc1OC,24,-1,1,96,-1,0.3,0,-0.6,-0.1,0
CC(C)=NNc1nc(-c2ccccc2)cs1,11,-2,-1,97,-2,1.6,-5,-1.3,0.0,-1
Cc1c(OCC(=O)NCc2cccnc2)ccc2c3c(c(=O)oc12)CCCC3,-4,1,0,101,-1,1.3,9,-0.1,0.1,1
Cc1nc2ccc(S(=O)(=O)NCC(=O)N3CCCC(C)C3)cc2s1 (stereo unspecified),3,0,1,·,3,-1.3,-11,0.2,-0.1,1
COc1cccc(-n2c(SCC(N)=O)nnc2-c2c[nH]c3ccccc23)c1,10,2,-4,104,-1,-0.7,-6,-0.5,0.1,1
CC(C)c1ccc(N2CCN(C(=O)c3ccccc3NC(=O)/C=C\C(=O)O)CC2)cc1,9,-2,7,87,0,-1.2,-1,4.6,0.3,-1
CC12CCC(C(=O)N3CCN(Cc4ccccc4)CC3)(OC1=O)C2(C)C (stereo unspecified),-1,1,2,100,4,-1.8,4,-3.7,-0.2,0
O=C(Cc1ccc([N+](=O)[O-])cc1)Nc1ccon1,8,5,6,97,-1,-3.8,0,-0.4,-0.1,3
CC(C)Cc1nnc(NC(=O)CN2C(=O)c3ccccc3C2=O)s1,2,-11,1,96,-1,0.8,4,2.2,0.0,3
COC(=O)c1c(NC(=O)C2COc3ccccc3O2)sc2c1CCN(C(C)=O)C2 (stereo unspecified),11,0,-3,92,4,2.8,1,-1.4,0.1,-1
COc1ccc(CC(=O)Nc2ccc(NC(=O)c3ccccc3F)cc2)cc1,-3,5,1,102,-1,6.3,-2,0.2,0.4,-2
CCOC(=O)Cn1nnnc1CN1CCN(c2ccc(OC)cc2)CC1,2,3,-1,87,18,-0.5,4,-0.5,0.0,0
O=C1C2CC=C(Cl)CC2C(=O)N1CC1Cc2ccccc2CO1 (stereo unspecified),-8,5,-2,104,-1,-0.6,-5,-1.0,0.0,-3
O=C(NCc1ccc(Cl)cc1)c1ccc2ccccc2n1,1,-11,-5,86,0,-0.6,-1,-0.3,0.0,0
OC(CCc1ccncc1)c1ccccc1 (stereo unspecified),6,8,-4,95,15,-1.6,4,0.5,-0.3,3
CC(C(=O)NCCS(=O)(=O)c1ccc(Cl)cc1)S(=O)(=O)c1ccccc1 (stereo unspecified),-4,0,1,101,0,-2.8,-3,-0.9,-0.2,0
CC(C)[C@H](NC(=O)c1ccc(Cl)cc1Cl)C(=O)NNC(=O)c1ccco1,5,-10,-2,105,1,0.9,-8,-1.6,-0.1,2
O=C(COC(=O)c1ccc(Sc2ccccc2)c([N+](=O)[O-])c1)NC1CCS(=O)(=O)C1 (stereo unspecified),18,5,-4,101,0,-1.2,3,3.1,0.0,-1
COCc1cc(C)nc(NCCc2ccccc2)c1C#N,-3,-1,-9,99,-1,-2.2,-7,5.6,0.3,0
CCNC(=S)N/N=C(\C)c1ccco1,1,1,13,102,-1,-1.3,3,2.2,-0.4,0
Cc1cc(Cl)c2oc(C(=O)N3CCN(C(=O)c4ccco4)CC3)c(C)c2c1,-7,0,-2,98,-1,1.7,6,2.4,0.4,1
CSCCC(C(=O)OCC(=O)c1ccc(C)c(C)c1)N1C(=O)c2cc(Cl)c(Cl)cc2C1=O (stereo unspecified),3,-6,7,95,0,0.7,-5,-1.9,0.0,0
N=c1ccn(CC(=O)NC(N)=O)c2ccccc12,3,4,-1,101,-2,-2.7,-1,1.6,-0.3,0
CN(C)C(CNC(=O)c1cccc(C(F)(F)F)c1)c1ccco1 (stereo unspecified),5,-3,1,93,-8,-0.4,8,-0.5,-0.1,-1
O=C(Nc1ccc(F)cc1)Nc1nnc(-c2ccncc2)s1,3,-16,3,89,4,0.0,5,0.5,0.0,-13
Cc1ccc(C)c(NC(=O)CN(C)C(=O)c2cc3ccccc3oc2=O)c1,16,3,2,102,-4,0.8,-13,-0.3,-0.2,2
Cc1ccc(NC(=O)N2CCCC2C(=O)Nc2ccc(-n3cnnn3)c(C)c2)cc1 (stereo unspecified),13,-5,0,96,4,0.5,8,-2.0,-0.2,-1
CC(C)CCn1nnnc1C(c1ccccc1F)N1CCC(C(N)=O)CC1 (stereo unspecified),10,7,-1,87,1,-1.8,1,6.2,-0.1,0
Cc1ccc2c(c1)N(CC(=O)N1CCCC(C)C1)C(=O)CO2 (stereo unspecified),14,0,9,101,-2,-0.6,-3,-0.4,-0.1,1
CCC(=O)Nc1nnc(SCCN2CCOCC2)s1,-5,-3,-2,100,0,-2.8,-1,-1.0,0.0,2
